Screening data as filed in PubChem.
IMPase inh – qHTS Assay for Identifying the Cell-Membrane Permeable IMPase Inhibitors | AID 901, 2007 | Inositol monophosphatase 1 (Rattus norvegicus), P97697 | inhibition (IP1 accumulation), % at 46.1 µM | 120,000 tested, under 10 active | CHO-M1 cells, IP1 accumulation, HTRF TR-FRET ratio; active means well fitted curve in the direction sought with a large enough effect in the signal ratio, not every such curve was filed as active; inconclusive means small, poorly fitted or top-dose-only effect, or a change in a side signal; inactive means no such curve, though single readings can be large or run the other way; the % refers to the signal ratio;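 further: cells stimulated with carbachol in lithium chloride buffer; plate controls were DMSO basal wells for no effect and reference inhibitor wells for full effect; higher means more IMPase inhibition seen as more IP1 and lower FRET ratio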
Target sequence (P97697 whole entry, looked up): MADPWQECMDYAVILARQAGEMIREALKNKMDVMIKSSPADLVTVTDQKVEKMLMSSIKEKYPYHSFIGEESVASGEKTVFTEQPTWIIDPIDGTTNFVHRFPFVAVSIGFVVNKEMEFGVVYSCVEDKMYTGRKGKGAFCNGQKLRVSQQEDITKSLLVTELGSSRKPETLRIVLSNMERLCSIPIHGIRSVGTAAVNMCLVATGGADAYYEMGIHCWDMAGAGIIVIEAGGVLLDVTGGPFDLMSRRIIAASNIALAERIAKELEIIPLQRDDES
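Elevated IP1 in lysates lowers TR-FRET signal (665/620 ratio and 620 channel reported). Cells were CHO-M1, given carbachol (50 uM as added) plus 50mM LiCl, pH 7.4, 30 min, 37C; compounds titrated up to 46 uM; AC50 by Hill equation.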
ALOX15B inhib – qHTS Assay for Inhibitors of 15-hLO-2 (15-human lipoxygenase 2). purified 15hLO-2, xylenol orange hydroperoxide absorbance. Potency, µM (top dose mostly 57.1 µM), inactives show at the top dose activity change, negative = inhibition, hits mostly inhibitors. actives 0.56% (n = 110,000). AID 881, 2007; further: potency means the concentration at half of the fitted maximal effect; nearly all actives have a fitted effect of over 60% in size; many of its hits are not listed in these tables
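Read-out: hydroperoxide product oxidises ferrous iron, measured as xylenol orange complex via the 573-to-405 nm absorbance ratio after 30 min. Reaction: 50 nM enzyme, 15 min compound preincubation, 45 uM arachidonic acid, 90 min RT, Hepes pH 7.5 with Triton X-100.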
ALOX12 inhib – qHTS Assay for Inhibitors of 12-hLO (12-human lipoxygenase) | purified 12-hLO, xylenol orange hydroperoxide absorbance | actives 0.12% (n = 150,000) | AID 1452, 2008 | Polyunsaturated fatty acid lipoxygenase ALOX12 (Homo sapiens), P18054 | Potency, µM (highest dose often 57.1 µM), without a hit: at the highest dose activity change, negative = inhibition, actives largely listed as inhibitors; further: potency means the concentration at half of the fitted maximal effect; nearly all actives have a fitted effect of over 55% in size; many of its hits are not listed in these tables
Target sequence (P18054 whole entry, looked up): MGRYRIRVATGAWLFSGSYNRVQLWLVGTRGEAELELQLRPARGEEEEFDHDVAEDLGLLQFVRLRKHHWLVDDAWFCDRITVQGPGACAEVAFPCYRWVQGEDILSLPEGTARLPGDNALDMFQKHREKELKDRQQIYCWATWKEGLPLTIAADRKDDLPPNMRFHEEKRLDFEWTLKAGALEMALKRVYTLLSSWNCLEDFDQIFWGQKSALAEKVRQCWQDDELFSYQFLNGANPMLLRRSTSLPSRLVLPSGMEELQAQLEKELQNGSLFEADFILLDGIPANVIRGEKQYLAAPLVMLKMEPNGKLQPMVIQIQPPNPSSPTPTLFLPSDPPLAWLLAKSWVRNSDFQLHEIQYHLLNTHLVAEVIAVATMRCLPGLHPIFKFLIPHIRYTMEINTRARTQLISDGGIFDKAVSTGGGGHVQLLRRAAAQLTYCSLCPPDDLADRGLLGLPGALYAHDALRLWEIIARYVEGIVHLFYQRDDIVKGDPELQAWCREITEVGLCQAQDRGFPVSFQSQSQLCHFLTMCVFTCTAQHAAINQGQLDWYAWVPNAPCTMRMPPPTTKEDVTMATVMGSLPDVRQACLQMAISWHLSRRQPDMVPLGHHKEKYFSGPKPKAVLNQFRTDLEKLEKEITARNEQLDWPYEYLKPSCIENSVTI
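Hydroperoxide formation by human 12-lipoxygenase from 40 uM arachidonic acid was followed colorimetrically via ferric-xylenol orange complex, using the 573/405 nm absorbance ratio. Enzyme concentration was 150 nM, with 30 min reaction at room temperature.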
PNC inhibitor – High Content Assay for Compounds that inhibit the Assembly of the Perinucleolar Compartment; activity change (PNC), negative = inhibition, % at 10 µM; AID 2417, 2010; actives 3.1% (n = 140,000); PC3M PTB-GFP, PNC prevalence imaging, 16 h; hits give low values;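 active means readout at or below -70, meaning at least 70% loss of cells showing the perinucleolar compartment, a nuclear body marking cancer cells; inconclusive means readout between -30 and a set limit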;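 further: plate controls were DMSO wells for no effect and camptothecin positive control wells for full effect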
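Read-out is percentage of cells bearing a perinucleolar compartment, from automated 20x imaging of fixed, Hoechst-stained PC3M PTB-GFP cells. Cells were seeded 4 h, then exposed 16 h to compound (23 nl of library stock) in duplicate plates.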
* = called active by the depositor; [ ] = dose if it differs, or a comment. Unless noted, the call rests on the fitted dose curve; in most records, active means well fitted curve in the direction sought with a large enough effect; inconclusive means small, poorly fitted or top-dose-only effect, or another doubt; inactive means no such curve, though single readings can be large; an effect the other way counts as inactive or inconclusive. Unless noted, on the % scale 0 is the no-effect control and ±100 the full control effect.

The first 2 compounds as a preview:
Cc1nc(NC2CCCCC2)c2nc(-c3ccccc3)n(CCN3CCCCC3)c2n1 was read as ALOX15B inhib 38%[activator] and ALOX12 inhib -14%.
COc1ccccc1N1CCN(C(CNS(=O)(=O)c2cccs2)c2cccnc2)CC1 (stereo not drawn) was read as IMPase inh 17, ALOX15B inhib 11%, ALOX12 inhib -3% and PNC inhibitor -3.

All compounds of this part, repeating the preview:
Cc1nc(NC2CCCCC2)c2nc(-c3ccccc3)n(CCN3CCCCC3)c2n1 was read as ALOX15B inhib 38%[activator] and ALOX12 inhib -14%.
COc1ccccc1N1CCN(C(CNS(=O)(=O)c2cccs2)c2cccnc2)CC1 (stereo not drawn) was read as IMPase inh 17, ALOX15B inhib 11%, ALOX12 inhib -3% and PNC inhibitor -3.
`Nc1nncn1C(=O)c1cccs1` gave IMPase inh 12, ALOX15B inhib 14%, ALOX12 inhib -3% and PNC inhibitor inconclusive.
O=C(c1ccccc1)N1CCN(Cc2cccc(Oc3ccccc3)c2)CC1 was read as ALOX12 inhib -2% and PNC inhibitor -17.
Screening O=C(O)/C(Cc1ccc([N+](=O)[O-])cc1)=N/O returned ALOX15B inhib -6%[11.4 µM] and ALOX12 inhib -4%[11.4 µM].
COc1cc2c(cc1OC)CN(c1ccc([N+](=O)[O-])cc1Cl)CC2 was read as ALOX12 inhib -16% and PNC inhibitor -3.
For Nc1nnc(Cc2ccc(Cl)cc2Cl)s1 the results were IMPase inh 0, ALOX15B inhib 5%, ALOX12 inhib -8% and PNC inhibitor 14.
`COC(=O)CNC(=O)C(C)NC(=O)CNC(=O)OCc1ccccc1` (stereo not drawn) gave IMPase inh -2, ALOX15B inhib 3%, ALOX12 inhib 1% and PNC inhibitor 62.
O=C(CCC1CCCC1)N1CCN(C(=O)C2CC2)CC1 was read as IMPase inh -6, ALOX12 inhib 7% and PNC inhibitor 3.
Screening CC(C)(C)NC(=S)Nc1ccc(Br)cc1 returned IMPase inh 1, ALOX15B inhib -30%, ALOX12 inhib -27% and PNC inhibitor 24.
Screening CCN(c1ccccc1)S(=O)(=O)c1ccc(Cl)c(C(=O)OCC(=O)c2[nH]c(C)c(C(C)=O)c2C)c1 returned ALOX12 inhib -3% and PNC inhibitor inconclusive.
For CC12COC3(C(=O)Nc4ccc(F)cc4)CC1CCC32C (stereo not drawn) the results were ALOX12 inhib -2% and PNC inhibitor inconclusive.
For Cn1cnnc1SCCC(=O)Nc1ccc(Cl)cc1 the results were IMPase inh 0, ALOX12 inhib 2% and PNC inhibitor -113*.
Screening CC/C(=N\NC(=O)c1c(-c2ccccc2)noc1C)c1ccc(C)o1 returned ALOX12 inhib 3% and PNC inhibitor 0.
`CC(C)C(NC(=O)c1ccc(Cl)cc1)C(=O)O` (stereo not drawn) gave IMPase inh 2, ALOX15B inhib -2%, ALOX12 inhib -4% and PNC inhibitor 47.
Screening CCC(C)c1ccc(NC(=O)C2CCN(c3ncccn3)CC2)cc1 (stereo not drawn) returned IMPase inh 7, ALOX12 inhib 0% and PNC inhibitor inconclusive.
Screening CN1/C(=C\C(=O)c2ccco2)C(C)(C)c2ccccc21 returned IMPase inh 5, ALOX15B inhib -24%, ALOX12 inhib -16% and PNC inhibitor -27.
CCOCCSc1nc2c(c(=O)[nH]c(=O)n2C)n1CCCc1ccccc1 was read as IMPase inh 0, ALOX15B inhib -12%, ALOX12 inhib -2% and PNC inhibitor -25.
`CCC(CC)NC(=O)CON=C1c2ccccc2-c2ccccc21` gave IMPase inh 4, ALOX12 inhib 0% and PNC inhibitor -81*.
Screening Cc1ccc(-c2nc(C3CCCN(S(=O)(=O)c4ccc(C(F)(F)F)cc4)C3)no2)cc1 (stereo not drawn) returned IMPase inh 15, ALOX15B inhib 3%, ALOX12 inhib -5% and PNC inhibitor 28.
Screening CCCOc1ccc(C2/C(=C(/O)c3ccc(F)cc3)C(=O)C(=O)N2CCCN(C)C)cc1 (stereo not drawn) returned IMPase inh 2, ALOX15B inhib 8%, ALOX12 inhib 1% and PNC inhibitor inconclusive.
`Cc1ccc(C2(C(F)(F)F)N=C3Sc4cc(C)cc(C)c4N3C(=O)N2)cc1` (stereo not drawn) gave IMPase inh -3, ALOX15B inhib -11%, ALOX12 inhib inconclusive and PNC inhibitor 44.
Screening CCN1CCN(CCn2c(=S)[nH]c3cc4c(cc3c2=O)OCO4)CC1 returned IMPase inh 13, ALOX15B inhib 7%, ALOX12 inhib 9% and PNC inhibitor -17.
Screening CCCCC(=O)Nc1ccc(NC(=O)CCCC)nc1 returned IMPase inh 0, ALOX15B inhib -1%, ALOX12 inhib -2% and PNC inhibitor -8.
CCN(Cc1nc2cc(OC)c(OC)cc2c(=O)[nH]1)C(=O)c1ccc(S(=O)(=O)N(C)C)cc1 was read as IMPase inh 2, ALOX15B inhib 0%, ALOX12 inhib 0% and PNC inhibitor inconclusive.
Screening Cc1ccccc1CS(=O)(=O)c1cnc2ccccc2n1 returned IMPase inh -3, ALOX15B inhib -3%, ALOX12 inhib -3% and PNC inhibitor 33.
`Cc1oc(-c2cccc(Cl)c2)nc1CN1CCCC(C(=O)NCCCN2CCOCC2)C1` (stereo not drawn) gave IMPase inh 9, ALOX12 inhib 10% and PNC inhibitor inconclusive.
`COCCOC(=O)c1[nH]c2c(c1C)C(=O)CC(c1ccco1)C2` (stereo not drawn) gave IMPase inh 4, ALOX15B inhib -15%, ALOX12 inhib -7% and PNC inhibitor -95*.
For Cc1nc2cc(NC(=O)NCCC3=CCCCC3)ccc2o1 the results were IMPase inh 6, ALOX15B inhib -2%, ALOX12 inhib -4% and PNC inhibitor -23.
`O=C(OCc1cc(=O)n2cc(Br)ccc2n1)C1COc2ccccc2O1` (stereo not drawn) gave IMPase inh -7, ALOX15B inhib 5%, ALOX12 inhib -4% and PNC inhibitor inconclusive.
For C/C(CC(=O)Nc1ccc(Cl)c(Cl)c1)=N\NC(N)=S the results were IMPase inh -2, ALOX12 inhib -22% and PNC inhibitor 70.
O=C1CSC(=S)N1c1cccnc1 was read as IMPase inh 8, ALOX15B inhib -1%, ALOX12 inhib -2% and PNC inhibitor 14.
For Cc1ccc(NC(=O)c2ccccc2OCC(=O)c2ccc(F)cc2)cc1 the results were ALOX12 inhib 0% and PNC inhibitor -24.
`CCOC(=O)N1CCC(=NNC(=O)c2ccccc2F)CC1` gave ALOX12 inhib -3% and PNC inhibitor inconclusive.
`Cc1nn(-c2ccc(Cl)cc2)c2sc(C(=O)N3CCN(C(=O)c4ccco4)CC3)cc12` gave IMPase inh -5, ALOX15B inhib 12%, ALOX12 inhib 1% and PNC inhibitor -2.
Screening CNC(=O)c1ccccc1S(=O)c1ccccc1C#N (stereo not drawn) returned IMPase inh 3, ALOX15B inhib -8%, ALOX12 inhib -1% and PNC inhibitor -18.

Some of these compounds in order of length of the SMILES, low to high:
`CCOC(=O)N1CCC(=NNC(=O)c2ccccc2F)CC1` gave ALOX12 inhib -3% and PNC inhibitor inconclusive.
`O=C(OCc1cc(=O)n2cc(Br)ccc2n1)C1COc2ccccc2O1` (stereo not drawn) gave IMPase inh -7, ALOX15B inhib 5%, ALOX12 inhib -4% and PNC inhibitor inconclusive.
`Cc1nn(-c2ccc(Cl)cc2)c2sc(C(=O)N3CCN(C(=O)c4ccco4)CC3)cc12` gave IMPase inh -5, ALOX15B inhib 12%, ALOX12 inhib 1% and PNC inhibitor -2.

(next part)
For COc1ccc(C(=O)NCc2ccc(-c3nc4ccccc4s3)cc2)cc1 the results were IMPase inh inconclusive, ALOX15B inhib -19%, ALOX12 inhib 6% and PNC inhibitor 13.
For CCCOc1ccc(N2C(=O)CC(N(Cc3ccc(S(N)(=O)=O)cc3)C(=O)CC)C2=O)cc1 (stereo not drawn) the results were IMPase inh 13, ALOX15B inhib 4%[2.29 µM], ALOX12 inhib 6% and PNC inhibitor inconclusive.
Screening CCOc1cc(S(=O)(=O)N(CC)CC)ccc1Br returned IMPase inh 4, ALOX15B inhib -5%, ALOX12 inhib -14% and PNC inhibitor inconclusive.
Screening COc1cccc(N2CCN(Cc3nc(N)nc(N4CCCc5ccccc54)n3)CC2)c1 returned IMPase inh inconclusive, ALOX15B inhib 30%, ALOX12 inhib 6% and PNC inhibitor inconclusive.
For O=C(CCS(=O)(=O)c1cccc2nsnc12)N1CCN(Cc2ccc3c(c2)OCO3)CC1 the results were IMPase inh 0, ALOX15B inhib -8%, ALOX12 inhib -4% and PNC inhibitor -13.
CN(C)c1ccc(NC(=O)c2cccc(N3C(=O)C4C5C=CC(C5)C4C3=O)c2)cc1 (stereo not drawn) was read as IMPase inh -19, ALOX15B inhib -3%, ALOX12 inhib -1% and PNC inhibitor -6.
`O=C(CCS(=O)(=O)c1ccc(Cl)cc1)NCCN1C(=O)S/C(=C\c2ccccc2F)C1=O` gave IMPase inh 13, ALOX12 inhib 0% and PNC inhibitor inconclusive.
For CN(C)CCCN1CCC2(CCC(C(C)(C)C)CC2)CC1 the results were ALOX15B inhib 10%[11.4 µM] and ALOX12 inhib -1%[11.4 µM].
CCC(CC)C(=O)Nc1cccc(C(=O)c2ccccc2)c1 was read as IMPase inh 1, ALOX15B inhib -5%, ALOX12 inhib 7% and PNC inhibitor 71.
`CC(C(=O)OCC(=O)Nc1ncc(Cl)cc1Cl)N1C(=O)c2ccccc2C1=O` (stereo not drawn) gave IMPase inh 1, ALOX15B inhib -2%, ALOX12 inhib -7% and PNC inhibitor 3.
`C=CCOc1ccc(/C(O)=C2/C(=O)C(=O)N(CCCn3ccnc3)C2c2cccs2)cc1` (stereo not drawn) gave IMPase inh inconclusive, ALOX15B inhib 32%, ALOX12 inhib -24% and PNC inhibitor 13.
For COc1cc2c(cc1OC)C1(Nc3c-2c(-c2ccccc2)nn3-c2ccccc2)C(=O)Nc2ccccc21 (stereo not drawn) the results were IMPase inh 8, ALOX15B inhib -12%, ALOX12 inhib -11% and PNC inhibitor -8.
`CCn1c(SCC(=O)N/N=C/C=C/c2ccco2)nc2ccccc21` gave ALOX12 inhib -2% and PNC inhibitor 61.
Screening Cc1cccc(C2=NN(c3ccccc3)[C@@H](C(=O)N3CCOC3=O)[C@@H]2C)c1 returned ALOX15B inhib -29%[0.0915 µM] and ALOX12 inhib -3%[0.00818 µM].
For CCOC(=O)C1CCCN(c2nnnn2-c2ccccc2)C1 (stereo not drawn) the results were IMPase inh 8, ALOX15B inhib -4%, ALOX12 inhib 4% and PNC inhibitor -26.
Screening CCN(CC)S(=O)(=O)c1cccc(NC(=O)/C=C/c2cccc([N+](=O)[O-])c2)c1 returned IMPase inh -1, ALOX12 inhib -5% and PNC inhibitor 7.
For CCCN(CCC)S(=O)(=O)c1cccc(C(=O)Nc2ccc3c(c2)OCO3)c1 the results were IMPase inh 16, ALOX15B inhib -1%, ALOX12 inhib -7% and PNC inhibitor 28.
CCN(CCCNC(=O)COc1cc(=O)n(C)c2ccccc12)c1cccc(C)c1 was read as IMPase inh 4, ALOX15B inhib 9%, ALOX12 inhib 0% and PNC inhibitor -18.
Screening Cc1ccc(S(=O)(=O)N2CCC(=O)N(CCOC(=O)NCc3ccccc3)CC2)cc1 returned ALOX12 inhib 1% and PNC inhibitor 44.
`Cc1ccc2nc(SC(C)C(=O)NCc3ccco3)[nH]c2c1` (stereo not drawn) gave IMPase inh 0, ALOX15B inhib 6%, ALOX12 inhib -7% and PNC inhibitor -13.
Screening COCc1cc(C)n(CC(=O)Nc2ccccc2C(=O)OC)c(=O)c1C#N returned IMPase inh 13, ALOX15B inhib -4%, ALOX12 inhib -4% and PNC inhibitor inconclusive.
For O=c1[nH]ncn1-c1ccccc1C(F)(F)F the results were IMPase inh 6, ALOX15B inhib 2%, ALOX12 inhib 4% and PNC inhibitor inconclusive.

Some of the compounds tested. The share of hits here may be higher or lower than overall.
